Screens (PubChem BioAssay)
Wnt bcat act = activates Wnt/beta-catenin signaling in a reporter cell assay. 300,000 compounds, 1.2% hits. activator, plate reader. activation, % at 9.35 µM; in the data active = activation above about 30%, passing the limit was not always enough;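 note: 0% = neutral control wells and 100% = positive control wells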
V-ATPase pH = yeast V-ATPase proton transport regulation by pHLuorin; response, % at 10 µM; 350,000 compounds, 0.37% hits; S. cerevisiae, pHLuorin cytosolic pH fluorescence; in the data active = response mostly above about 7.3%, no sharp cut-off; inactive = mostly below about 5.4%; note: actives read high; inactives centre near 0; some compounds called inactive have numbers as strong as hits; reference of the scale not given here
Numbers without * were called inactive. Not all compounds are listed. The share of hits here may be higher or lower than overall.

Start of the data: the first 10 entries as a preview:
SMILES | Wnt bcat act | V-ATPase pH
CC(=O)Nc1ccc2c(=O)n(-c3ccccc3)sc2c1 | 0.1 | -0.6
Cc1ccc(S(=O)(=O)N2C[C@H]3[C@H]4C(=O)N(c5ccccc5)C(=O)[C@H]4C[C@H](OC(=O)NC4CC4)[C@@]3(O)C2)cc1 | -2.3 | 0.7
O=C(Nc1ccccc1)c1nc[nH]c1C(=O)Nc1ccccc1F | -2.8 | -1.8
CC(C)C1C(=O)N(Cc2cn(CCC3OCCO3)nn2)CCS(=O)(=O)N1Cc1ccc(-c2cccc(N(C)C)c2)cc1 (centres undefined) | -6.5 | -1.4
CC(C)(C)OC(=O)N1CCc2onc(-c3ccc(Cl)cc3)c2C1=O | -0.7 | -0.4
CC1=C(C(=O)N2CCOCC2)CC(CC(=O)NC2CCCCC2)C(=O)N1Cc1ccc(F)cc1 (centres undefined) | -2.0 | 0.0
CC(C)C[C@H](NC(=O)c1[nH]cnc1C(=O)Nc1ccccc1F)C(=O)OC(C)(C)C | -2.1 | 0.6
CCCCN1C(=O)C(CC(=O)NCc2ccco2)CC(C(=O)N(C)C)=C1C (centres undefined) | -1.4 | -4.8
C[C@H](CO)N1C[C@H](C)[C@H](CN(C)C(=O)Cc2ccccc2)OCc2cnnn2CCCC1=O | -2.7 | 1.6
Cc1cccc(CSCC(=O)N2CCN(S(=O)(=O)c3ccccc3C#N)CC2)c1 | -0.8 | -0.8

This part in full, from the start:
SMILES | Wnt bcat act | V-ATPase pH
CC(=O)Nc1ccc2c(=O)n(-c3ccccc3)sc2c1 | 0.1 | -0.6
Cc1ccc(S(=O)(=O)N2C[C@H]3[C@H]4C(=O)N(c5ccccc5)C(=O)[C@H]4C[C@H](OC(=O)NC4CC4)[C@@]3(O)C2)cc1 | -2.3 | 0.7
O=C(Nc1ccccc1)c1nc[nH]c1C(=O)Nc1ccccc1F | -2.8 | -1.8
CC(C)C1C(=O)N(Cc2cn(CCC3OCCO3)nn2)CCS(=O)(=O)N1Cc1ccc(-c2cccc(N(C)C)c2)cc1 (centres undefined) | -6.5 | -1.4
CC(C)(C)OC(=O)N1CCc2onc(-c3ccc(Cl)cc3)c2C1=O | -0.7 | -0.4
CC1=C(C(=O)N2CCOCC2)CC(CC(=O)NC2CCCCC2)C(=O)N1Cc1ccc(F)cc1 (centres undefined) | -2.0 | 0.0
CC(C)C[C@H](NC(=O)c1[nH]cnc1C(=O)Nc1ccccc1F)C(=O)OC(C)(C)C | -2.1 | 0.6
CCCCN1C(=O)C(CC(=O)NCc2ccco2)CC(C(=O)N(C)C)=C1C (centres undefined) | -1.4 | -4.8
C[C@H](CO)N1C[C@H](C)[C@H](CN(C)C(=O)Cc2ccccc2)OCc2cnnn2CCCC1=O | -2.7 | 1.6
Cc1cccc(CSCC(=O)N2CCN(S(=O)(=O)c3ccccc3C#N)CC2)c1 | -0.8 | -0.8
COc1cccc(NC(=O)N(C)C[C@H]2Oc3cc(Br)ccc3S(=O)(=O)N([C@H](C)CO)C[C@H]2C)c1 | -2.1 | -0.8
COc1cccc(C#Cc2ccc3c(c2)O[C@H](CN(C)S(=O)(=O)c2ccccc2F)[C@H](C)CN([C@H](C)CO)S3(=O)=O)c1 | -0.4 | -1.2
CCCCCCN1C[C@@H](n2cc(C3CC3)nn2)[C@H](O)C[C@@H]1c1ccccc1 | 0.4 | 0.3
C[C@@H]1CN([C@H](C)CO)S(=O)(=O)c2ccc(Br)cc2O[C@H]1CN(C)C(=O)Nc1ccc(F)cc1 | -2.1 | 0.7
Cc1ccc(-c2ccc(CN3C(CC(C)C)C(=O)N(Cc4cn(CC5CCCCC5)nn4)CCS3(=O)=O)cc2)cc1 (centres undefined) | -3.0 | -1.8
CC1=C(C(=O)N(C(C)C)C(C)C)CC(CC(=O)NC2CCCCC2)C(=O)N1Cc1ccccc1 (centres undefined) | -2.3 | 0.4
C[C@@H]1CN([C@@H](C)CO)C(=O)c2c(c3ccccc3n2C)-c2ccccc2CO[C@H]1CN(C)C(=O)[C@H](C)c1ccccc1 | -2.5 | -0.2
CCCCCCN1C[C@H](O)[C@@H](n2cc(-c3ccc(F)cc3)nn2)C[C@@H]1c1ccc(C)cc1 | -0.1 | -1.7
Cc1ccc([C@H]2C[C@@H](n3cc(C4CC4)nn3)[C@H](O)CN2Cc2cccs2)cc1 | 1.5 | 0.7
CN(C(=O)Nc1ccc(F)cc1)[C@H]1C[C@H]2c3[nH]c4ccccc4c3CCN2C(=O)[C@H]1CO | -0.1 | 0.5
C[C@H](CO)N1C[C@H](C)[C@@H](CN(C)C(=O)Nc2cccc(Oc3ccccn3)c2)OCc2cnnn2CCCC1=O | -3.2 | -2.2
CCC(=O)N(C)C[C@H]1Oc2ncc(C#Cc3cccnc3)cc2C(=O)N([C@@H](C)CO)C[C@@H]1C | -1.6 | 0.9
C[C@@H]1CCCCO[C@@H](CN(C)S(=O)(=O)c2ccc(F)cc2)[C@@H](C)CN([C@H](C)CO)C(=O)c2cc(NC(=O)c3ccccc3)ccc2O1 | -1.9 | 3.3
COc1ccc(NC(=O)C[C@H]2C(=O)N(c3ccccc3)C[C@@H]2CSC)cc1 | -1.3 | 2.0
C[C@H]1CN([C@@H](C)CO)S(=O)(=O)c2ccc(Br)cc2O[C@H]1CN(C)C(=O)c1cccnc1 | 0.9 | 0.9
CC1=C(C(=O)N2CCOCC2)CC(CC(=O)NCc2cccs2)C(=O)N1CCC1=CCCCC1 (centres undefined) | -1.2 | -0.8
CCN(CC)C(=O)C1=C(C)N(CCCN2CCCC2=O)C(=O)C(CC(=O)NCc2ccco2)C1 (centres undefined) | -2.0 | -2.3
NC(=O)c1ccsc1NC(=O)COC(=O)Cc1ccc(F)cc1 | -7.9 | -2.8
COc1ccc([C@H]2N[C@]3(CCCN(Cc4ccccc4)C3=O)[C@H]3C(=O)N(Cc4ccccc4)C(=O)[C@@H]23)cc1 | -1.7 | 4.2
CNC[C@@H]1OCc2ccccc2-c2ccccc2C(=O)N([C@@H](C)CO)C[C@@H]1C | -1.7 | -0.2
CCNC(=S)N1CCC(C(=O)c2ccc(F)cc2)CC1 | 0.3 | -2.4
COc1ccc(CN2C(=O)C(CC(=O)NC3CCCCC3)CC(C(=O)N(C(C)C)C(C)C)=C2C)cc1 (centres undefined) | -1.3 | -2.2
CCCCCCN1C[C@H](O)[C@@H](n2cc(-c3ccc(F)cc3)nn2)C[C@@H]1c1ccc(Cl)cc1 | -2.7 | 1.8
CC(C)CC1C(=O)N(Cc2cn(CC3CCCCC3)nn2)CCS(=O)(=O)N1Cc1ccc(-c2ccc(Cl)c(Cl)c2)cc1 (centres undefined) | -3.2 | 0.1
COc1ccc(CN2C(=O)C(CC(=O)NCCN3CCOCC3)CC(C(=O)N(C(C)C)C(C)C)=C2C)cc1 (centres undefined) | -1.8 | -0.1
COc1ccc(NC(=O)C[C@H]2C(=O)N(Cc3cccnc3)C[C@@H]2Cc2ccccc2)cc1 | -1.6 | 1.2
COc1ccc(CN2C(=O)C(CC(=O)NCc3cccc4ccccc34)CC(C(=O)N(C)C)=C2C)cc1 (centres undefined) | -1.0 | 3.9
COc1ccc(C(=O)OCc2ccccc2C#N)cc1S(=O)(=O)N1CCOCC1 | -4.6 | 1.1
CCN(CC)C(=O)C1=C(C)N(Cc2ccccc2)C(=O)C(CC(=O)NC2CCCC2)C1 (centres undefined) | -1.7 | 7.1*
Cc1cn([C@H]2C[C@H](O)[C@@H](CNC(=O)[C@H](N)Cc3cccnc3)O2)c(=O)[nH]c1=O | 1.7 | -1.9
COc1ccc(-c2ccc(CN3C(C)C(=O)N(Cc4cn(CCC5OCCO5)nn4)CCS3(=O)=O)cc2)cn1 (centres undefined) | -0.5 | 1.8
CC(C)CC1C(=O)N(Cc2cn(Cc3ccco3)nn2)CCS(=O)(=O)N1Cc1ccc(-c2cccc(N(C)C)c2)cc1 (centres undefined) | -7.3 | 2.3
C#CCN(C[C@@H]1[C@@H](OC(=O)NC2CC2)[C@@H](OC(=O)NC2CC2)CN(C(=O)OC(C)C)N1C(=O)OC(C)C)S(=O)(=O)c1ccc(C)cc1 | -2.0 | -1.4
COc1ccc(CN2CCC[C@]3(N[C@H](c4ccc(OC)cc4)[C@@H]4C(=O)N(Cc5ccccc5)C(=O)[C@@H]43)C2=O)cc1 | -2.4 | -1.3
O=C(C1CCCCC1)N1C[C@@H](O)[C@H](n2cc(-c3ccc(F)cc3)nn2)C[C@@H]1c1ccccc1 | 9.6 | 0.6
C[C@H](CO)N1C[C@H](C)[C@@H](CN(C)C(=O)CCC(F)(F)F)OCc2cnnn2CCCC1=O | -2.3 | -0.8
C[C@@H]1CN([C@@H](C)CO)C(=O)c2cc(C3=CCCCC3)cnc2O[C@H]1CN(C)C(=O)Nc1cccc(F)c1 | -3.2 | 0.3
Cc1ccc([C@H]2C[C@@H](O)[C@H](n3cc(C4CC4)nn3)CN2C(=O)C2CCCCC2)cc1 | -3.3 | -0.1
C[C@H]1CN(CCc2ccccc2)C(=O)[C@@H]1CC(=O)Nc1ccccc1 | -2.9 | 0.3
C[C@@H]1CN([C@@H](C)CO)C(=O)CCCn2nncc2CO[C@H]1CN(C)Cc1ccccc1C(F)(F)F | -1.1 | -3.9
The results go on:
SMILES | Wnt bcat act | V-ATPase pH
C[C@H](CO)N1C[C@H](C)[C@@H](CN(C)C(=O)Cc2ccccc2)OCc2cnnn2CCCC1=O | -1.0 | -1.0
C[C@H]1CN([C@@H](C)CO)C(=O)CCCn2nncc2CO[C@H]1CN(C)S(=O)(=O)c1cccc(C#N)c1 | -0.7 | 0.3
Cc1ccc(S(=O)(=O)N(C)C[C@H]2Oc3cc(C#Cc4ccccc4)ccc3S(=O)(=O)N([C@H](C)CO)C[C@@H]2C)cc1 | -0.6 | 1.1
COc1ccc([C@H]2C[C@@H](n3cc(COC(=O)c4ccccc4)nn3)[C@H](O)CN2C(=O)C2CCCCC2)cc1 | -1.0 | -2.8
CSc1ncnc2c1ncn2CCCN[C@H](C)c1cccc2ccccc12 | -2.3 | -0.7
COc1ccccc1NC(=O)N(C)C[C@H]1OCc2cn(nn2)CCCC(=O)N([C@@H](C)CO)C[C@@H]1C | -1.3 | -0.7
COc1ccc(S(=O)(=O)Nc2ccc3c(c2)C(=O)N([C@H](C)CO)C[C@H](C)[C@@H](CN(C)S(=O)(=O)c2cn(C)cn2)OCCCC[C@H](C)O3)cc1 | -2.3 | 1.0
COc1ccc(S(=O)(=O)N(C)C[C@H]2Oc3cc(Br)ccc3S(=O)(=O)N([C@H](C)CO)C[C@H]2C)cc1 | -1.1 | 0.7
C#CCN(C[C@@H]1[C@@H](OC(=O)NCc2ccccc2F)[C@@H](OC(=O)NCc2ccccc2F)Cn2c(=O)n(CCCCCC)c(=O)n21)S(=O)(=O)c1ccc(C)cc1 | -1.7 | -0.1
C[C@@H]1CN([C@H](C)CO)C(=O)CCCn2nncc2CO[C@H]1CN(C)Cc1ccncc1 | -1.6 | -2.1
CN1OC[C@@H]2CN[C@H](c3ccc(-c4ccccc4)cc3)C[C@@H]21 | 20.9 | -1.5
COc1ccc(S(=O)(=O)N(C)C[C@H]2Oc3ncc(-c4ccncc4)cc3C(=O)N([C@@H](C)CO)C[C@@H]2C)cc1 | 0.0 | 0.9
C[C@@H]1CN([C@H](C)CO)C(=O)CCCn2nncc2CO[C@@H]1CN(C)C(=O)NC1CCCCC1 | -1.2 | -1.1
O=C(OCc1cn([C@@H]2CN(Cc3cccs3)[C@@H](c3ccccc3)C[C@H]2O)nn1)c1ccccc1 | -2.5 | -2.3
CSc1ncnc2c1ncn2CCCNCC(c1ccccc1)c1ccccc1 | -1.1 | 1.2
COc1ccc(NC(=O)C[C@@H]2C(=O)N(c3ccc(OC)cc3)CC2(C)C)cc1 | -1.9 | 1.9
CCN1C(=O)[C@H]2[C@@H](c3ccccc3)N[C@]3(CCCN(Cc4ccccc4)C3=O)[C@H]2C1=O | 2.0 | -1.3
CNC[C@@H]1OCc2ccccc2-c2ccccc2C(=O)N([C@H](C)CO)C[C@@H]1C | -1.4 | -0.7
Cc1nn(CC(=O)NC2CC2)c(C)c1S(=O)(=O)N(C)C | 0.1 | 4.4
Cc1cn([C@H]2C[C@H](O)[C@@H](CNCc3cccn3-c3ccncc3)O2)c(=O)[nH]c1=O | -0.5 | -3.0
C[C@@H]1CCCCO[C@@H](CN(C)Cc2ccccc2)[C@@H](C)CN([C@H](C)CO)C(=O)c2cc(NC(=O)Nc3cccc4ccccc34)ccc2O1 | -2.2 | 0.2
Cc1ccc(S(=O)(=O)N2C[C@H]3[C@H]4C(=O)N(c5ccccc5)C(=O)[C@H]4C[C@H](OC(=O)Nc4c(C)noc4C)[C@@]3(O)C2)cc1 | -0.8 | -1.2
CC(C)NC(=O)N(C)C[C@@H]1Oc2cc(C#Cc3ccccn3)ccc2S(=O)(=O)N([C@@H](C)CO)C[C@H]1C | -1.0 | 0.5
COc1ccc([C@H]2C[C@H](n3cc(C4CC4)nn3)[C@@H](O)CN2CC2CCCCC2)cc1 | -2.2 | -1.6
O=c1c2ccccc2sn1-c1ccc(Cl)cc1Cl | -1.6 | 3.1
O=C(CN1C(=O)NC2(CCc3ccccc32)C1=O)NC1CCCCC1 (centres undefined) | 1.1 | -0.1
COC(=O)C[C@@H]1C[C@@H]2c3cc(NC(=O)NC4CCCCC4)ccc3O[C@@H]2[C@H](CO)O1 | 0.9 | 1.4
C[C@H](O)[C@@H]1CN2CCc3c([nH]c4ccccc34)[C@@H]2C[C@@H]1N(C)C(=O)NC1CCCCC1 | -1.6 | 5.4
